# Screens (PubChem BioAssay)
# GPR151 ag: activators of human GPR151, primary screen, cell-based, PathHunter beta-arrestin, luminescence. G-protein coupled receptor 151 (Homo sapiens), Q8TDV0. PathHunter beta-arrestin GPR151 cells. activation, % at 11.2 µM. 650,000 compounds, 1% hits. AID 1508602, 2020; in the data active = activation above about 4.9%;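 note: 0% = median of compound wells and 100% = cells with positive control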
# Target sequence (Q8TDV0 whole entry, looked up): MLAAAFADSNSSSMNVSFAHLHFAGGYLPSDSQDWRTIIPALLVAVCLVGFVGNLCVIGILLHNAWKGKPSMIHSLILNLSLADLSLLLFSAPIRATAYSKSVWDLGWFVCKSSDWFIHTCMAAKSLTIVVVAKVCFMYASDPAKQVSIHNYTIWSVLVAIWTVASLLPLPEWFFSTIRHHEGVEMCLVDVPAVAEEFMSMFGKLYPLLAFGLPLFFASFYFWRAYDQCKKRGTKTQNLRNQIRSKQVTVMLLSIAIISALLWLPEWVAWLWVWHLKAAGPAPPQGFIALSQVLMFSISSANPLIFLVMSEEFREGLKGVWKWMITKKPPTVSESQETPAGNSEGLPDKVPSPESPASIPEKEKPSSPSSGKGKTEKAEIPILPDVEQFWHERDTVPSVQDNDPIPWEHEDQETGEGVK
# FBW7 act: FBW7 E3 ligase activators, primary screen, biochemical, AlphaScreen, human; F-box/WD repeat-containing protein 7 (Homo sapiens), Q969H0; AlphaScreen FBW7–phospho-cyclin E peptide binding, activator screen; normalized activity (activation), % at 26.1 µM; 650,000 compounds, 0.13% hits; in the data active = normalized activity above about 1.9%;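 note: purified mutant Fbw7 with reduced substrate affinity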
# TEAD-YAP block: TEAD-YAP interaction inhibition, primary screen, TEAD-YAP interaction inhibitor project, luminescence, HEK-TIYL cells. TEAD-Gal4/YAP UAS-luciferase luminescence. inhibition, % at 9.12 µM. 640,000 compounds, 1.4% hits. AID 1259422, 2018; in the data active = inhibition above about 32%;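 note: 0% = median of test compound wells and 100% = reference inhibitor wells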
# MITF inh: MITF inhibitors, primary screen, biochemical, AlphaScreen, human; Microphthalmia-associated transcription factor (Homo sapiens), O75030; AlphaScreen MITF homodimerization, bead proximity signal; inhibition, % at 2.6 µM; 650,000 compounds, 0.91% hits; in the data active = inhibition above about 50%;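 note: 0% = vehicle wells with protein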
# Target sequence (O75030 whole entry, looked up): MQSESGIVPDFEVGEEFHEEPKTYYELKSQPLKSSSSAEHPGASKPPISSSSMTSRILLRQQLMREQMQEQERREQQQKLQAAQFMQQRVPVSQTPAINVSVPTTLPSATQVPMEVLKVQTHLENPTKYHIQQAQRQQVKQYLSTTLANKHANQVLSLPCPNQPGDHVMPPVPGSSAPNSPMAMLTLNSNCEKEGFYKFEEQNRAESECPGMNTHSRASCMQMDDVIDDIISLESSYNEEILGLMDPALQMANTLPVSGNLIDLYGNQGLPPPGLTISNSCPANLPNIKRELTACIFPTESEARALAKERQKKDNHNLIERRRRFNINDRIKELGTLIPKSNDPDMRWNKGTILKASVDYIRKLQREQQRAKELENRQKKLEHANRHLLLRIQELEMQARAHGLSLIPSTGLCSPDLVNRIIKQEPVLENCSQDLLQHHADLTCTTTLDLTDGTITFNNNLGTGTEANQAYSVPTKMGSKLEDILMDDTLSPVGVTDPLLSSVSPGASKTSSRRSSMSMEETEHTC
# An asterisk follows results filed as active; nt = not tested or not shown; & = joins results of further samples. No enrichment for hits (roughly 3.4% active in at least one column).
no.	SMILES	GPR151 ag	FBW7 act	TEAD-YAP block	MITF inh
1	Cc1noc(CCCn2c(=O)[nH]c3ccccc3c2=O)n1	0.8	0.1	-7	-16
2	C=CCNC(=O)c1ccc(OC)c(Br)c1	-0.9	0.0	5	6
3	CCn1cnc2cc(NCc3ccc(OC)cc3OC)ccc21	0.5	-0.2	-39	7
4	CCC(C)c1ccccc1OCC(=O)Nc1ccc(C(C)=O)cc1 (stereo unspecified)	-0.2	1.2	-48	-323
5	COC(=O)c1cc(OC)c(OC)cc1NC(=S)Nc1ccccc1	-1.7	-0.2	1	2
6	COc1cccc(CN[C@H]2C[C@H]3C(=O)N[C@@H](C(C)C)C(=O)N3C2)c1	-0.1	-0.2	0	0
7	CCOC(=O)C1=C(C)N(CC(C)C)C(=O)/C1=C\c1ccc(C)cc1	0.1	-0.1	-2	6
8	NC[C@@H]1O[C@H](O[C@@H]2[C@@H](CO)OC(O[C@@H]3[C@@H](O)[C@H](N)C[C@H](N)[C@H]3OC3O[C@H](CN)[C@@H](O)[C@H](O)[C@H]3N)[C@@H]2O)[C@H](N)[C@@H](O)[C@@H]1O (stereo partly specified)	-0.9&1.2&-2.3	-0.1&0.0&0.0	-3&-3	-23&-17&24
9	COc1ccc(C2(C(F)(F)F)NC(=O)C3CCCC2C3=O)cc1 (stereo unspecified)	0.5	-0.1	-3	0
10	O=C1C(=O)N(CCN2CCOCC2)C(c2ccccc2)/C1=C(\O)c1ccc(F)cc1 (stereo unspecified)	-0.5	-0.1	1	-10
11	CCOC(=O)C1=CN(c2ccc(C)c(C)c2)C=C(C(=O)OCC)C1c1cccc(OC)c1	-1.5	0.2	11	3
12	CCOC(=O)N1CCN(c2c(N3CCN(c4ccccc4F)CC3)c(=O)c2=O)CC1	-0.2	-0.2	0	2
13	COc1ccccc1CN1C(=O)C2C(C(=O)Nc3cccc(C)c3)C3C=CC2(O3)C1C(=O)NC1CCCCC1C (stereo unspecified)	0.9	-0.2	10	-1
14	COc1cc(-c2nc(Nc3cccc(Cl)c3)c3ccccc3n2)cc(OC)c1OC	1.4	0.0	19	-5
15	Nc1nnc(Sc2ccc(Cl)cc2[N+](=O)[O-])s1	-0.3	0.1	-4	-1
16	COc1ccc(NC(=O)N(CCCN(C)C)Cc2cc3ccc(OC)cc3[nH]c2=O)cc1	-0.2	0.0	-5	5
17	C=CCc1cc(/C=c2/sc3n(c2=O)C(c2ccccc2)C(C(=O)OCC)=C(C)N=3)cc(OCC)c1OCc1ccc(Cl)cc1 (stereo unspecified)	0.9	0.0	10	5
18	CCN1CCN(Cc2c(C)[nH]c3c(C)cccc3c2=O)CC1	-0.5	1.3	-6	21
19	COc1cccc(NC(=O)C2C3C=CC4(O3)C2C(=O)N(CCCN2CCCCC2)C4C(=O)NC2CCCCC2C)c1 (stereo unspecified)	1.1	-0.2	5	-5
20	CC1=C/C(=C/c2ccc(-c3ccc([N+](=O)[O-])cc3)o2)C(=O)O1	-0.6	0.6	4	20
21	C#CCOc1ccc(/C=C2\SC(NC(C)=O)=NC2=O)cc1OC	-0.4	0.0	5	-12
22	Cc1ccnc(NC(=O)c2ccc3c(c2)C(=O)N(C)C3=O)c1	-4.1	-0.1	4	4
23	Cc1ccccc1Cn1nc(C)c(NC(=O)c2ccccc2)c1C	-0.8	-0.1	1	16
24	N#CC1=C(N)Oc2n[nH]c(-c3ccc4c(c3)OCO4)c2C1c1ccc(Cl)c([N+](=O)[O-])c1 (stereo unspecified)	0.0	0.0	2	1
25	COc1ccc(C2(CC(=O)N3CC4CCC3C4)CC(=O)N(C3CC3)C2=O)cc1 (stereo unspecified)	-0.1	-0.1	-5	10
26	CCC(C)C(=O)NCc1nnc2n1CCN(C(=O)c1cccnc1SC)CC2 (stereo unspecified)	-0.2	-0.2	-1	-8
27	N#Cc1c(-c2ccccc2)cc(C2CC2)c(C#N)c1N	1.5	0.1	4	-1
28	COc1ccc(-c2nsc3c(N4CCCCC4)ncnc23)cc1	-0.9	0.1	83*	-12
29	CCOc1cccc(N2C(=O)CC(N3CCN(c4nc5ccccc5s4)CC3)C2=O)c1 (stereo unspecified)	-1.6	0.1	1	-7
30	CC(=O)N1c2ccc(S(=O)(=O)N3CCCC3C(=O)Nc3ccc(F)cc3)cc2CC1C (stereo unspecified)	0.9	-0.1	3	8
31	CN(C)CCC(NC(=O)Nc1ccc(-c2cn[nH]c2)cc1)c1ccccc1 (stereo unspecified)	-1.1	0.3	-5	-6
32	COc1cc2c(cc1OC)CC(=O)N(Cc1c(F)cccc1Cl)C=C2	0.7	0.0	32	-4
33	CCc1ccc(OCC(=O)N(C)C)c(Br)c1	-0.6	0.0	-12	-12
34	O=C(Nc1ccccc1NC(=O)c1ccccn1)c1cccc(F)c1	4.4	-0.2	1	11
35	CCOC(=O)C1=C(C)N=c2s/c(=C\c3c(F)cccc3Cl)c(=O)n2C1c1ccc(OC(C)=O)cc1 (stereo unspecified)	0.9	-0.1	2	-1
36	COc1ccc(CC(=O)NCCNc2cc(-n3ccnc3C)nc(C)n2)cc1	-1.0	0.3	0	5
37	C=CCOc1ccc2c(c1)CCC1C2CCC2(C)C(=O)CCC12 (stereo unspecified)	2.5	0.2	-18	10
38	Cc1ccc(-n2c(C)cc(C(=O)C(=O)Nc3nncs3)c2C)cc1C	-0.6	-0.3	-26	0
39	CCOC(=O)CC(=O)CSc1nc2c(sc(=S)n2-c2cccc(OC)c2)c(=O)n1-c1ccc(C)cc1	2.8	0.0	-2	-19
40	Cc1cc(S(N)(=O)=O)c(C)c(S(=O)(=O)c2ccc(Cl)cc2)c1	1.0	0.1	-4	15
41	Cc1ccc(CN2CCC3(CCC(CNC(=O)C(C)C)O3)CC2)o1 (stereo unspecified)	-0.1	0.2	1	10
42	CCOC(=O)/C=C(\C)N1N=C2c3ccc(OC)cc3CCC2C1c1ccc(F)cc1 (stereo unspecified)	-0.1	-0.1	-28	3
43	Cc1ccc(N2C(=O)CC(NCC(C)c3ccccc3)C2=O)cc1 (stereo unspecified)	-0.7	-0.1	7	3
44	CC(C)(C)C(=O)NC1CCN2CCCc3cccc1c32 (stereo unspecified)	-1.0	-0.1	3	3
45	Cc1ccccc1C(=O)Oc1ccccc1N1C(=O)C2CC=CCC2C1=O (stereo unspecified)	0.4	0.4	-16	-21
46	COc1ccc(NC2c3cccc4cccc(c34)C2NS(=O)(=O)c2ccccc2)cc1 (stereo unspecified)	3.4	0.1	2	23
47	Nc1nnc(CC(=O)N/N=C/c2ccc(OCc3ccc([N+](=O)[O-])cc3)cc2)s1	0.1	-0.4	-2	-4
48	Cc1cc([N+](=O)[O-])ccc1NC(=O)C1CC(Cl)=CCC1C(=O)O (stereo unspecified)	-1.0	0.0	2	-14
49	CCOC(=O)c1ccc(N2NC(=O)/C(=C/c3cc(OC)c(O)c(OC)c3)C2=O)cc1	-1.3	0.0	1	5
50	CC(C)N(CCNC(=O)c1ccc(-c2ccc(N3CCOCC3)nc2)s1)C(C)C	0.0	0.0	-62	-1
51	O=C(CN1C(=O)C2C3C=CC(C4CC34)C2C1=O)OCC(=O)c1ccccc1 (stereo unspecified)	-0.1	0.6	1	9
52	O=C(c1cnc(N2CCCC2)nc1)N1CCCCCC1	-1.4	0.5	-8	6
53	O=C(Nc1ccc(I)cc1C(=O)N1CCCCCC1)c1ccco1	-0.4	0.8	10	6
54	O=C(Cn1cccc1)N1CCN(c2ccc(F)cc2)CC1	-0.4	-0.1	1	12
55	O=C(NCc1ccco1)c1cc(Cc2cccc3ccccc23)no1	-1.0	0.2	-1	8
56	O=c1c2ccccc2n(Cc2ccccc2F)c(=O)n1Cc1ccco1	-0.9	-0.1	-26	-12
57	COc1cc(-c2nc3ccccc3c(=O)n2NC(=O)Cn2nc(C(F)(F)F)cc2C(F)(F)F)cc(OC)c1OC	-1.4	1.5	-8	23
58	O=C(CSc1nc2ccccc2s1)NCc1ccco1	6.1*	0.0	-4	2
59	COC(=O)CNC(=O)C12CC3CC(CC(C3)C1)C2	2.0	0.1	-4	-13
60	COc1ccc(-c2noc(-c3nnn(-c4cc(OC)cc(OC)c4)c3N)n2)cc1	-0.2	1.0	-3	22

# Grouped by structure, those above containing an aryl thioether with sulfur outside any ring
no.	SMILES	GPR151 ag	FBW7 act	TEAD-YAP block	MITF inh
15	Nc1nnc(Sc2ccc(Cl)cc2[N+](=O)[O-])s1	-0.3	0.1	-4	-1
26	CCC(C)C(=O)NCc1nnc2n1CCN(C(=O)c1cccnc1SC)CC2 (stereo unspecified)	-0.2	-0.2	-1	-8
39	CCOC(=O)CC(=O)CSc1nc2c(sc(=S)n2-c2cccc(OC)c2)c(=O)n1-c1ccc(C)cc1	2.8	0.0	-2	-19
58	O=C(CSc1nc2ccccc2s1)NCc1ccco1	6.1*	0.0	-4	2

# (more compounds)
no.	SMILES	GPR151 ag	FBW7 act	TEAD-YAP block	MITF inh
61	CCN1C(=O)C2C(c3ccccc3F)NC(CC)(C(=O)OC)C2C1=O (stereo unspecified)	0.9	-0.1	4	-16
62	Fc1ccccc1N1CCN(C(c2ccccc2)c2nnnn2CC2CCCO2)CC1 (stereo unspecified)	-0.6	-0.1	2	3
63	CCOC(=O)C1CCN(c2c(NCc3ccc(OC)cc3)c(=O)c2=O)CC1	-0.1	0.1	58*	-10
64	CCN(CC)S(=O)(=O)c1ccc(OC)c([N+](=O)[O-])c1	0.3	-0.1	4	-1
65	CCCNC(=O)c1ccc([N+](=O)[O-])cc1Cl	-1.2	-0.4	-3	-1
66	O=C(CSc1cn(CC(=O)N2CCOCC2)c2ccccc12)Nc1ccc(F)cc1	1.2	0.1	-16	-5
67	COc1ccc(NC(=O)CSc2ncccc2C(=O)NCc2cccnc2)c(OC)c1	1.1	-0.1	-9	-11
68	CCOC(=O)N1CCC(NC(=O)c2ccc(N3CC4CC(C3)c3cccc(=O)n3C4)c(NC(=O)Cc3c(F)cccc3Cl)c2)CC1 (stereo unspecified)	1.5	-0.2	-2	1
69	COc1ccc(CN2CCN(C)CC2)c2ccccc12	-0.5	-0.1	2	-8
70	Cc1ccc(NC(=O)CN2C(=O)CC(C)(C)S(=O)(=O)c3ccccc32)c(C)c1	1.7	-0.1	5	0
71	Cc1cc(Nc2ccccc2)nc(Nc2ccc(C(F)(F)F)cc2)n1	1.4	0.0	-6	-15
72	CCOC(=O)NC1CCC(NC(=O)OCC)CC1 (stereo unspecified)	0.3	0.1	12	10
73	O=C(Nc1sc2c(c1C(=O)N1CCN(Cc3ccccc3)CC1)CCC2)c1ccccc1F	2.6	0.2	0	4
74	Cc1cc(=O)[nH]c(N2CCN(CC(=O)N3CCCC3)CC2)n1	0.1	0.0	3	-2
75	CCCOc1ccc(C2C(C(=O)OC(C)CC)=C(C)NC3=C2C(=O)CC(c2ccc(Cl)cc2)C3)cc1OC (stereo unspecified)	-0.6	0.1	14	10
76	COc1ccccc1N1CCN(C(=O)C(CC(C)C)N2Cc3ccccc3C2=O)CC1 (stereo unspecified)	0.0	0.1	0	-3
77	O=S(=O)(c1cccc(S(=O)(=O)N2CCCCC2)c1)c1ccc(Cl)c(S(=O)(=O)N2CCCCC2)c1	-0.1	-0.1	-3	-9
78	C[N+](C)(C)CCCCCNCC12CC3CC(CC(C3)C1)C2	0.6	0.0	nt	8
79	Cc1nn(Cc2ccccc2Cl)c(C)c1NC(=O)CCCn1nc([N+](=O)[O-])cc1C	0.3	-0.1	-2	-2
80	Cc1cc(CN2CCN(CC(C)C)C(CCO)C2)cc(C)c1O (stereo unspecified)	0.3	-0.2	5	-7
81	C/C(=N\NC(=O)CNC(=O)c1ccc(Cl)cc1)c1ccc(Br)cc1	0.3	-0.1	7	-5
82	CCCC(C)NC(=O)Cc1ccc(Cl)cc1 (stereo unspecified)	-0.8	0.1	-7	9
83	COc1cccc(-c2ccc(=O)n(CC(=O)Nc3ccccc3Br)n2)c1	0.4	-0.1	-7	6
84	COc1ccc(CCNC(=O)CSc2nc3c(=O)n(C)c(=O)n(C)c3n2C)cc1OC	0.6	-0.4	10	0
85	CC(=O)Nc1ccccc1C(=O)N1CCN(Cc2ccc3c(c2)OCO3)CC1	-0.6	0.0	-4	5
86	CCCCc1ccc(C(=O)N/C(=C\c2ccc(C)cc2)C(=O)Nc2ccccc2)cc1	-0.6	0.1	4	7
87	CN(Cc1ccccc1)C(=O)c1nc2ccccn2c1CNCc1n[nH]c2c1CCC2	-0.4	0.1	2	-2
88	CCOc1ccc2nc(N3CCCC(C(=O)N4CC(C)CC(C)C4)C3)sc2c1 (stereo unspecified)	0.9	-0.1	6	11
89	Clc1cc(CNC2CCN(Cc3ccccc3)CC2)cc2c1OCCO2	-0.1	-0.2	3	58*
90	Cc1ccc(-c2cnc3ccc(NCc4ccc(S(N)(=O)=O)cc4)nn23)cc1C	1.3	0.0	-8	-12

# Compound profiles, as listed above:
# `CC(=O)Nc1ccccc1C(=O)N1CCN(Cc2ccc3c(c2)OCO3)CC1` is entered as GPR151 ag = -0.6; FBW7 act = 0.0; TEAD-YAP block = -4; MITF inh = 5
# `CCOc1ccc2nc(N3CCCC(C(=O)N4CC(C)CC(C)C4)C3)sc2c1` (stereo unspecified) is entered as GPR151 ag = 0.9; FBW7 act = -0.1; TEAD-YAP block = 6; MITF inh = 11
